CCT chaperon mod: High-Throughput Screening for Modulators of Cytosolic Chaperonin Activity. AID 651819, 2012. 360,000 compounds, 0.3% hits. purified chaperonin ATPase assay, HTRF ADP detection, 30 min. activity change, % (test concentration not listed), hits read low; in the data active = activity change below about -30%; note: % is set by controls: 0 for no effect and ±100 for the full control effect
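TRiC at 40 or 20 nM final (batch-dependent) in 30 mM Tris pH 7.4, 100 mM KCl, 5 mM MgCl2, 1 mM DTT, with compound at single 76 uM and 10 uM ATP, 30 min at 37 deg C. ADP detected by HTRF Transcreener, 665/615 ratio.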
EPAC2 antagonist: qHTS for Antagonist of cAMP-regulated guanine nucleotide exchange factor 2 (EPAC2): primary screen; Rap guanine nucleotide exchange factor 4 (Homo sapiens), Q8WZA2; EPAC2 GEF exchange of Rap1B-BODIPY-GDP, fluorescence; Potency, µM (titrated, usually from 114 µM), for inactives: top-dose activity, negative = inhibition, actives largely listed as inhibitors; 360,000 compounds, 0.18% hits; AID 720708, 2013; note: potency is the fitted concentration of half-maximal effect; % is set by controls: 0 for no effect and ±100 for the full control effect; nearly all actives have a fitted effect of over 45% in size; many of its hits are not listed in these tables
Target sequence (Q8WZA2 whole entry, looked up): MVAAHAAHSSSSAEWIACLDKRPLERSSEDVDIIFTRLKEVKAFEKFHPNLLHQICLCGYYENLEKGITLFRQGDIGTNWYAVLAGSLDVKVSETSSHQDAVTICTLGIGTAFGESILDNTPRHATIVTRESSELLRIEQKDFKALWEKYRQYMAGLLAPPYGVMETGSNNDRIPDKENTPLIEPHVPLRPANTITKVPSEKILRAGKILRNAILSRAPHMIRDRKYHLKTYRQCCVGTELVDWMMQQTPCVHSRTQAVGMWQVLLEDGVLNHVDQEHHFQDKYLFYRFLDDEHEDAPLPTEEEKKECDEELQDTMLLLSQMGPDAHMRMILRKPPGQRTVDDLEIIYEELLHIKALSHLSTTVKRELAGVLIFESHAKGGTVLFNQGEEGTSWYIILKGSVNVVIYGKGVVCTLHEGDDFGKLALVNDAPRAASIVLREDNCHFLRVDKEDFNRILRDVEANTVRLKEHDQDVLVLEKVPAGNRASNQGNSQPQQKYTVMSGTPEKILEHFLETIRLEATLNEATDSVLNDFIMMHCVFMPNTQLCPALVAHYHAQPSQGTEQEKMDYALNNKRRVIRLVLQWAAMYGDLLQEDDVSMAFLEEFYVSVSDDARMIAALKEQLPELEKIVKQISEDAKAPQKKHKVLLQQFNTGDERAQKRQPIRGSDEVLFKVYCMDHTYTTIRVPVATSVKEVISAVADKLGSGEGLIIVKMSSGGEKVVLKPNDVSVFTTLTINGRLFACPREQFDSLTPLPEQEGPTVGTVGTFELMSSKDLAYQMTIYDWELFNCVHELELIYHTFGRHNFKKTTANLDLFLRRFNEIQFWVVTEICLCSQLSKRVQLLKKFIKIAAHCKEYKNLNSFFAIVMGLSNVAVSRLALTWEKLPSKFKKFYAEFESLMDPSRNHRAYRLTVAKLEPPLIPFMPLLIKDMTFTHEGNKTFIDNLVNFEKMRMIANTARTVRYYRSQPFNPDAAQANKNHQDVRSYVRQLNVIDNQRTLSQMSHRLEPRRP
EPAC2 agonist: qHTS for Agonist of cAMP-regulated guanine nucleotide exchange factor 4 (EPAC2): primary screen; Potency, µM (highest dose often 154 µM), for the others: at the top dose activation, hits mostly activators; AID 720711, 2013; Rap guanine nucleotide exchange factor 4 (Homo sapiens), Q8WZA2; 360,000 compounds, 0.079% hits; EPAC2 activation, biochemical qHTS; response scale: 100% = 6.5 mM cAMP response; note: potency is the fitted concentration of half-maximal effect; nearly all actives have a fitted effect of over 50% in size
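Exchange assay: 100 nM EPAC2 with 250 nM Rap1B-BODIPY-GDP and 50 uM GDP. Fluorescence (ex 480/em 540 nm) read every 5 min for 30 min at room temperature. Data normalized to 6.5 mM cAMP as agonist control.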
TGFb SMAD3 inh: qHTS for Inhibitors of TGF-b; HepG2 CAGA-GFP TGF-b/SMAD3 reporter, GFP fluorescence, 18 h; TGF-beta stimulated, 500 pg/mL final; Potency, µM (series often up to 46.1 µM), for the others: at the top dose activity, negative = inhibition, hits mostly inhibitors; 410,000 compounds, 1.2% hits; note: potency is the fitted concentration of half-maximal effect; % is set by controls: 0 for no effect and ±100 for the full control effect; nearly all actives have a fitted effect of over 65% in size
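Cell-based qHTS in HEPG2 carrying a CAGA-GFP Smad reporter; compounds added before 500 pg/mL final TGF-beta, 18 h incubation at 37 degrees C, GFP fluorescence quantified per cell by imaging cytometry.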
Nrf2 block: Nrf2 qHTS screen for inhibitors | A549 ARE-Fluc reporter, luciferase luminescence, 18-24 h | Potency, µM (doses to about 46 µM), for the others: at the highest dose activity change, negative = inhibition, actives largely listed as inhibitors | 360,000 compounds, 2.1% hits | AID 504444, 2011; note: potency is the fitted concentration of half-maximal effect; % is set by controls: 0 for no effect and ±100 for the full control effect; nearly all actives have a fitted effect of over 60% in size
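A549 ARE_Fluc cells (5000/well, 5% FBS OPTI-MEM) pre-incubated 2 h, then treated with compounds 18-24 h at 37C/5% CO2 in concentration-response. CellTiter-Fluor viability read first; BugLite luciferase luminescence after 15 min at room temperature gives Nrf2 activity.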
A549 viability: Nrf2 qHTS screen for inhibitors: counterscreen for cytotoxicity; A549 ARE-Fluc cells, CellTiter-Fluor viability, 18-24 h; Potency, µM (series often up to 46 µM), without a hit: top-dose activity change, negative = cytotoxicity, most hits filed as inhibitors; 390,000 compounds, 0.16% hits; AID 504648, 2011; note: potency is the fitted concentration of half-maximal effect; % is set by controls: 0 for no effect and ±100 for the full control effect
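Cytotoxicity counterscreen: CellTiter-Fluor fluorescence was measured in A549 ARE_Fluc cells after 18-24 h of compound exposure in a concentration series. The subsequent BugLite luminescent read reports ARE-luciferase activity.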
Akt phos inh: HTS Assay for Inhibitors of Akt Phophorylation: Primary Screen | activity change, % for hits at 50 µM | 360,000 compounds, 0.32% hits | Neuro2A IGF-stimulated pAkt S473 HTRF, 20 min; active compounds read low; in the data active = activity change below about -80%; inconclusive = mostly about -51% to -80%; note: % is set by controls: 0 for no effect and ±100 for the full control effect
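Neuro2A cells in DMEM with 0.5% FBS, overnight at 37 deg C, given compound at single 50 µM final, then IGF (6 nM final) for 20 min at 37 deg C. Lysed; phospho-Akt Ser473 by HTRF after 24 h, 665/615 ratio.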
Mm-Cpn inhibitor: Inhibitors of TCP-1 ring complex (TRiC) of Methanococcus maripaludis (MmCpn): qHTS; purified Mm-Cpn ATPase, ADP Transcreener TR-FRET; Potency, µM (top dose mostly 76.9 µM), for the others: at the top dose activity, negative = inhibition, most hits filed as inhibitors; 330,000 compounds, 0.031% hits; note: potency is the fitted concentration of half-maximal effect; % is set by controls: 0 for no effect and ±100 for the full control effect; nearly all actives have a fitted effect of over 80% in size
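ATPase turnover read by TR-FRET ADP competition (Eu cryptate antibody/ADP-d2, 665/590 nm): 10uM ATP final, 25nM Mm-CPN final, 30 min 37degC after 10-min compound preincubation, pH 7.4 Tris/KCl/MgCl2/DTT buffer.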
Nrf2 ARE act: qHTS of Nrf2 Activators | Potency, µM (highest dose often 46.1 µM), without a hit: at the highest dose activation, hits mostly activators | 410,000 compounds, 0.31% hits | AID 624171, 2012 | AREc32 ARE-luciferase reporter (MCF7-derived line), luminescence, 24 h; note: potency is the fitted concentration of half-maximal effect; % of control where 0% means no effect; nearly all actives have a fitted effect of over 65% in size
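Each well held 1000 AREc32 cells, which were incubated with compound for 24 hr at 37 deg C after overnight attachment, and ARE reporter activity was quantified by firefly luciferase luminescence.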
Active calls of the source: *; & = joins results of further samples; [ ] = another dose, or the depositor's remark. Unless noted, calls come from the whole dose curve; as a rule, active = well fitted curve in the direction sought with a large enough effect; inconclusive = small, poorly fitted or top-dose-only effect, or another doubt; inactive = no such curve, though single readings can be large; an effect the other way counts as inactive or inconclusive. The list is partial. The share of hits here may be higher or lower than overall.

`Cc1c(C#N)c2ccccc2n1CC(=O)NC(C)c1ccccc1` (configuration not stated) gave CCT chaperon mod 1.1, EPAC2 antagonist 2%, EPAC2 agonist 4%, TGFb SMAD3 inh -4%, Nrf2 block 11%, A549 viability -7%, Akt phos inh inactive, Mm-Cpn inhibitor 0% and Nrf2 ARE act -0.1%.
`COc1ccc(CNCCc2ccc(Cl)cc2)cc1OCc1ccccc1` gave CCT chaperon mod -1.0, EPAC2 antagonist 0%, EPAC2 agonist 5%, TGFb SMAD3 inh inconclusive, Nrf2 block -27%, A549 viability 3%, Akt phos inh inactive, Mm-Cpn inhibitor 4% and Nrf2 ARE act -1.8%.
Screening CC(C)CNc1c(N)n(CC(C)C)c(=O)[nH]c1=O returned CCT chaperon mod 1.5, EPAC2 antagonist -8%, EPAC2 agonist 2%, TGFb SMAD3 inh 4%, Nrf2 block -19%, A549 viability -7%, Akt phos inh inactive, Mm-Cpn inhibitor 0% and Nrf2 ARE act 0.3%[9.22 µM].
`C/C(CCc1ccc2c(c1)OCO2)=N\N=C1\NC(=O)CC(C(=O)Nc2ccccc2)S1` (configuration not stated) gave CCT chaperon mod 1.1, EPAC2 antagonist 7%, EPAC2 agonist 4%, TGFb SMAD3 inh 1%, Nrf2 block 4%, A549 viability -3%, Akt phos inh inactive, Mm-Cpn inhibitor -2% and Nrf2 ARE act 0.5%.
Screening CCOC(=O)c1ccc(Nc2nc(C)nc3c2nnn3Cc2ccccc2)cc1 returned CCT chaperon mod 0.8, EPAC2 antagonist 5%, EPAC2 agonist -8%, TGFb SMAD3 inh 3%, Nrf2 block -9%, A549 viability -5%, Akt phos inh inactive, Mm-Cpn inhibitor -3% and Nrf2 ARE act 0.4%.
`Cc1ccc(C(=O)NC2(O)C(=O)c3ccccc3C2=O)cc1C` gave CCT chaperon mod -2.1, EPAC2 antagonist -27%, EPAC2 agonist 23%, TGFb SMAD3 inh 0%, Nrf2 block 1%, A549 viability 5%, Akt phos inh inactive, Mm-Cpn inhibitor -2% and Nrf2 ARE act 13%.
Cc1ccc(NC(=O)CCC(=O)N2CCC(C)CC2)c([N+](=O)[O-])c1 was read as CCT chaperon mod 1.7, EPAC2 antagonist -22%, EPAC2 agonist 4%, TGFb SMAD3 inh -11%, Nrf2 block -26%, A549 viability 1%, Akt phos inh inactive, Mm-Cpn inhibitor -4% and Nrf2 ARE act -0.4%.
Screening COc1ccc(C2/C=C\CN(C(=O)NC34CC5CC(CC(C5)C3)C4)CC(=O)N2Cc2ccc(F)cc2)cc1 (configuration not stated) returned CCT chaperon mod -2.2, EPAC2 antagonist -12%, EPAC2 agonist 17%, TGFb SMAD3 inh inconclusive, Nrf2 block inconclusive, A549 viability -4%&1%, Akt phos inh inactive, Mm-Cpn inhibitor 0% and Nrf2 ARE act 5.0%.
For CCn1c(=N)n(CC(=O)c2ccco2)c2ccccc21 the results were CCT chaperon mod 0.4, EPAC2 antagonist -18%, EPAC2 agonist 8%, TGFb SMAD3 inh 7%, Nrf2 block -19%, A549 viability -26%, Mm-Cpn inhibitor 1% and Nrf2 ARE act 10µM*.
CC(C)(C)N(CC#CCC(O)(c1ccccc1)C1CCCC1)CCO (configuration not stated) was read as CCT chaperon mod 1.5, EPAC2 antagonist -3%, EPAC2 agonist -7%, TGFb SMAD3 inh -13%, Nrf2 block 1%, A549 viability 1%, Akt phos inh inactive, Mm-Cpn inhibitor 1% and Nrf2 ARE act 1.9%.
Cc1ccc(-c2nc(-c3ccncc3)no2)c(C)c1 was read as CCT chaperon mod 0.3, EPAC2 antagonist -3%, EPAC2 agonist 22%, TGFb SMAD3 inh -9%, Nrf2 block inconclusive, A549 viability -15%, Akt phos inh inactive, Mm-Cpn inhibitor 1% and Nrf2 ARE act 8.1%.
Screening COc1ccc(-c2[nH]ncc2CN2CCN(c3ccc(F)cc3)CC2)cc1 returned CCT chaperon mod 1.5, EPAC2 antagonist -29%, EPAC2 agonist 5%, TGFb SMAD3 inh inconclusive, Nrf2 block -14%, A549 viability 8%, Akt phos inh inactive, Mm-Cpn inhibitor -6% and Nrf2 ARE act 4.8%.
Screening COc1ccc(NC(=O)C2CCCN(C(=O)Nc3ccc(F)cc3)C2)cc1 (configuration not stated) returned CCT chaperon mod 1.2, EPAC2 antagonist -1%, EPAC2 agonist 5%, TGFb SMAD3 inh 3%, Nrf2 block 1%, A549 viability 2%, Akt phos inh inactive, Mm-Cpn inhibitor 0% and Nrf2 ARE act -0.3%.
For COc1cccc(-c2sc3ccc(OC)cc3c2C#CCCO)c1 the results were CCT chaperon mod -1.6, EPAC2 antagonist -25%, EPAC2 agonist 15%, TGFb SMAD3 inh -12%, Nrf2 block 7%, A549 viability 14%, Akt phos inh inactive, Mm-Cpn inhibitor -19% and Nrf2 ARE act 9.0%.
Screening Cn1cnc2cc(NC(=O)COc3ccccc3)ccc21 returned CCT chaperon mod 1.2, EPAC2 antagonist -4%, EPAC2 agonist 5%, TGFb SMAD3 inh 1%, Nrf2 block inconclusive, A549 viability 0%, Akt phos inh inactive, Mm-Cpn inhibitor 2% and Nrf2 ARE act 1.8%.
Cc1cc2c(NCc3ccccc3)ncnc2s1 was read as CCT chaperon mod 0.2, EPAC2 antagonist -14%, EPAC2 agonist 1%, TGFb SMAD3 inh -15%, Nrf2 block inconclusive, A549 viability 0%, Akt phos inh inactive, Mm-Cpn inhibitor 2% and Nrf2 ARE act -0.6%.
Screening COc1cccc(C(=O)N2c3cc(C)ccc3OCC2C(C)(C)C)c1 (configuration not stated) returned CCT chaperon mod 0.9, EPAC2 antagonist -13%, EPAC2 agonist 9%, TGFb SMAD3 inh 4%, Nrf2 block -5%, A549 viability 10%, Akt phos inh inactive, Mm-Cpn inhibitor 1% and Nrf2 ARE act -0.2%.
For CC1CN(S(=O)(=O)c2cccc(C(=O)N(C)C3CCN(C)CC3)c2)CC(C)O1 (configuration not stated) the results were CCT chaperon mod 2.4, EPAC2 antagonist 2%, EPAC2 agonist -6%, TGFb SMAD3 inh 3%, Nrf2 block 4%, A549 viability -1%, Akt phos inh inactive, Mm-Cpn inhibitor -3% and Nrf2 ARE act 0.0%.
`Cc1ccc(S(=O)(=O)N2CCN(C(=O)C(C)Cn3cncn3)CC2)cc1C` (configuration not stated) gave CCT chaperon mod 1.5, EPAC2 antagonist 3%, EPAC2 agonist 1%, TGFb SMAD3 inh inconclusive, Nrf2 block 9%, A549 viability 1%, Akt phos inh inactive, Mm-Cpn inhibitor -5% and Nrf2 ARE act 0.1%.
`COc1cccc(OCC(=O)O)c1` gave CCT chaperon mod -1.5, EPAC2 antagonist 4%, EPAC2 agonist 10%, TGFb SMAD3 inh 23%, Nrf2 block -20%, A549 viability 3%, Akt phos inh inactive, Mm-Cpn inhibitor 0% and Nrf2 ARE act 0.1%.
CC(=O)N1N=C(c2cccc(Cl)c2)OC1c1ccc(C(C)C)cc1 (configuration not stated) was read as CCT chaperon mod -2.5, EPAC2 antagonist -1%, EPAC2 agonist 2%, TGFb SMAD3 inh 7%, Nrf2 block 23%, A549 viability -8%, Mm-Cpn inhibitor 1% and Nrf2 ARE act -0.3%.
CC(=O)c1ccc(N2Cc3ccccc3C2=NC(=O)c2cccs2)cc1 was read as CCT chaperon mod -3.4, EPAC2 antagonist -5%, EPAC2 agonist 0%, TGFb SMAD3 inh 6%, Nrf2 block inconclusive, A549 viability -1%, Akt phos inh inactive, Mm-Cpn inhibitor -1% and Nrf2 ARE act -1.2%.
Screening Oc1c(Cl)cc(Cl)cc1/C=N/c1nccs1 returned CCT chaperon mod 2.3, EPAC2 antagonist -10%, EPAC2 agonist 2%, TGFb SMAD3 inh -27%, Nrf2 block 6%, A549 viability -4%, Akt phos inh inactive, Mm-Cpn inhibitor -5% and Nrf2 ARE act inconclusive.
Screening Cc1nn(-c2ccccc2)c2c1C(O)n1c(nc3ccccc31)S2 (configuration not stated) returned CCT chaperon mod -2.4, EPAC2 antagonist -6%, EPAC2 agonist 10%, TGFb SMAD3 inh -18%, Nrf2 block -1%, A549 viability 4%, Akt phos inh inactive, Mm-Cpn inhibitor -1% and Nrf2 ARE act 10.0%.
`COc1cc2c(C(=O)N3CCN(C)CC3)c(C)oc2cc1Br` gave CCT chaperon mod 0.4, EPAC2 antagonist 4%, EPAC2 agonist -6%, TGFb SMAD3 inh -19%, Nrf2 block -5%, A549 viability 5%, Akt phos inh inactive, Mm-Cpn inhibitor 0% and Nrf2 ARE act 0.5%.
For CC1(C(=O)O)CCC(C(=O)Nc2ccc(OC(F)(F)Cl)cc2)C1(C)C (configuration not stated) the results were CCT chaperon mod 0.7, EPAC2 antagonist 1%, EPAC2 agonist -11%, TGFb SMAD3 inh 7%, Nrf2 block -11%, A549 viability 0%, Akt phos inh inactive, Mm-Cpn inhibitor 4% and Nrf2 ARE act 0.1%.
